ERp5 block: ERp5 (human) disulfide isomerase inhibition; inhibition, % at 9.99 µM; actives 0.05% (n = 350,000); ERp5 insulin aggregation, absorbance 650 nm, 90 min; AID 651711;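 active = mean replicate inhibition above about 25%, with every replicate also reaching it, limit read from the data, passing the limit was not always enough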
Target sequence (Q15084 whole entry, looked up): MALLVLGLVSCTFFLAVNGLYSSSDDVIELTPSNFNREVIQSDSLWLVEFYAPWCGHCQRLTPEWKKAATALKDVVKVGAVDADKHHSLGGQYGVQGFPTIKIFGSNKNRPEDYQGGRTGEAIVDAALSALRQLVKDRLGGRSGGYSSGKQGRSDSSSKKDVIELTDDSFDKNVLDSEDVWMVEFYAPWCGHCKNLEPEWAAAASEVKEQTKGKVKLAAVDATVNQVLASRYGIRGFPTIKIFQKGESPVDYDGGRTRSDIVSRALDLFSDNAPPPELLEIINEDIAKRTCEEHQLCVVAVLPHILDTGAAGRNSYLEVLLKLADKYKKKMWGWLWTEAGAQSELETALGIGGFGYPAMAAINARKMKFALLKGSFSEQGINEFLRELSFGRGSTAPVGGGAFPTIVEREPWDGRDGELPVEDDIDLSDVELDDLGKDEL
PglD inh: PglD (C. jejuni) enzyme inhibition. purified PglD enzyme, DTNB colorimetric CoA detection. AID 602405. inhibition, % at 12.5 µM. actives 0.098% (n = 360,000); in the data active = inhibition above about 16%, passing the limit was not always enough; note: strong numbers were not always called active
ARNT TACC3 PPI: ARNT/TACC3 interaction disruption | inhibition, % at 9.99 µM | AlphaScreen His-ARNT PAS-B/GST-TACC3 binding, luminescence; TACC3 fragment carries E629A point mutation | AID 623870 | actives 0.66% (n = 390,000) | Q9Y6A5;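 active = mean inhibition of replicates at least 50% and at least half of replicates each reaching 50%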;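 note: 0% = complete ARNT plus TACC3 wells and 100% = ARNT alone without TACC3; many hits fall short of the cut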
RAD54 inh: RAD54 (human) branch migration inhibition; inhibition, % at 10.4 µM; AID 602329; actives 0.14% (n = 360,000); Q92698; RAD54 Holliday junction branch migration, FAM/BHQ fluorescence;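 active = mean normalized replicate activity at least 40 and at least half of replicates scoring 40 or more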;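 note: 0% = median of neutral control wells and 100% = median of positive control wells; inhibitors cause a drop in the FAM fluorescence signal; in these data hits start at about 50%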
RAD52 anneal inh: inhibitors of human RAD52 DNA annealing. P43351. recombinant RAD52 DNA annealing, FRET fluorescence. AID 651710. inhibition, % at 18.7 µM. actives 0.46% (n = 360,000);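 active = every replicate showing at least 50% inhibition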
CASP6 VEID inh: inhibitors of human caspase-6 | P55212 | purified caspase-6, Z-VEID-R110 cleavage fluorescence | inhibition, % at 12.5 µM | actives 0.53% (n = 350,000);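 active = mean inhibition across replicates at least about 35%, with every replicate also reaching that limit, limit read from the data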;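 note: 0% = median of neutral control wells and 100% = no fluorescence left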
E-sel inducer: E-selectin induction on HUVECs; HUVEC E-selectin immunofluorescence imaging; normalized: neutral wells 0, TNF-alpha wells 100; actives 0.37% (n = 260,000); activation, % at 7.58 µM;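 active = mean E-selectin-positive cell signal at least 10% of the positive control, reached in at least 60% of replicates, without over 20% cell loss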;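 note: in these data hits start at about 27%; measured in HUVEC primary endothelial cells; signal is the percent of cells scored E-selectin positive by PE staining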
Target sequence (P16581 whole entry, looked up): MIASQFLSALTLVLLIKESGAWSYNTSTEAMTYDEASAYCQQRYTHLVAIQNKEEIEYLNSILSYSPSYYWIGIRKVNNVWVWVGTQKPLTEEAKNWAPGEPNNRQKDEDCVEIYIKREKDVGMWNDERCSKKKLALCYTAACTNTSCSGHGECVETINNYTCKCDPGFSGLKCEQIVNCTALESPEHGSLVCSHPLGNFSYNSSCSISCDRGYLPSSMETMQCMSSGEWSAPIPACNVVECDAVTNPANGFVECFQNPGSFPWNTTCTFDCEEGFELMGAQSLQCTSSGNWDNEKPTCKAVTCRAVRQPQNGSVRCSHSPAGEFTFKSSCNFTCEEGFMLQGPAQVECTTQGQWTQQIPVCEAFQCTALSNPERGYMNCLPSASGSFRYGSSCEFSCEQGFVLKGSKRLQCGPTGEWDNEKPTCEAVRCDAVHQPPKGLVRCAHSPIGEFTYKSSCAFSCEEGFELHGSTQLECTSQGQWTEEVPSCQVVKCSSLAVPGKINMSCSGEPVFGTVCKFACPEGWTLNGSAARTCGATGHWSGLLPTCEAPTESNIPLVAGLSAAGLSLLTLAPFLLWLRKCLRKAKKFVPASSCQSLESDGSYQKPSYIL
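System: HUVEC, human umbilical vein endothelial cells; quantity: 3,000 cells/well; buffer or medium: EGM-2 medium, gelatin-coated wells; dosing: single-point compound dose; detection: immunofluorescence imaging; evaluation: % PE-positive cells; benchmarks: TNF-alpha, DMSO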
esBAF inh: SWI/SNF esBAF complex inhibition; mouse ES cells, Bmi1-luciferase knock-in reporter, 24 h; 100% = twice the neutral-well signal; reporter increase, % at 12.5 µM; actives 2% (n = 350,000); in the data active = activation above about 40%;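 note: 0% = median of the plate's neutral control wells and 100% = double that signal; a rise in the Bmi1 reporter signal indicates esBAF inhibition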
* marks the source's active call; other numbers are inactive results; · = no result given; & = joins results of further samples.

SMILES | ERp5 block | PglD inh | ARNT TACC3 PPI | RAD54 inh | RAD52 anneal inh | CASP6 VEID inh | E-sel inducer | esBAF inh
COc1cc(CN2CC(=O)N(c3ccc(C)c(Cl)c3)C2=S)cc(OC)c1OC | -1 | 0 | -8 | 2 | -4 | -2 | -0.2 | 0
COc1ccc(C(=O)Nc2nnc(SCC(=O)NC3CCCC3)s2)c(OC)c1 | -1 | 1 | -6 | -14 | 0 | 0 | 3.8 | ·
O=C(C1CCCCC1)N1CCN(c2ccnc3cc(Cl)ccc23)CC1 | · | -4 | 6 | 12 | -15 | 0 | · | -24
Cc1cc2nc(C)n(CCCNC(=O)Nc3ccc(C#N)cc3)c2cc1C | · | 1 | 5 | 0 | · | · | · | -3
CNS(=O)(=O)c1cccc(C(=O)OCC(=O)Nc2nc(OC)cc(OC)n2)c1 | 12 | 0 | 5 | -2 | -13 | 3 | · | 2
O=C(Nc1ccccc1)OC1CCC2CC1CCC2OC(=O)Nc1ccccc1 (centres undefined) | 6 | 4 | -6 | -11 | -14 | -1 | 0.2 | ·
C=CC(=O)NC1CCCCN(CCC)C1=O (centres undefined) | 2 | · | · | · | -11 | 9 | 0.1 | ·
C[C@@H]1CN([C@@H](C)CO)C(=O)c2cc(NC(=O)CCCCCC(=O)Nc3ccccc3N)ccc2O[C@@H]1CN(C)C(=O)Nc1ccc(C(F)(F)F)cc1 | 9 | -1 | -7 | 10 | 8 | 1 | 0.3 | 7
COc1ccc(-c2ccc([C@@H]3[C@H]4CN(Cc5ccc(F)cc5)CC(=O)N4[C@H]3CO)cc2)cc1 | -3 | · | · | · | -8 | -1 | 0.3 | ·
CCOc1ccc(C(C(=O)NC2CCCCC2)N(C(=O)c2csnn2)C2CC2)cc1 (centres undefined) | 5 | -3 | 20 | -8 | -3 | -2 | -3.4 | -8
CC=Cc1ccc2n(c1=O)C[C@@H]1[C@@H](CO)[C@H](C(=O)N3CCOCC3)N(CC3CC3)[C@H]21 (mixture of isomers) | 0 | 1 | 11 | 7 | -10 | -2 | 1.1 | 7
C[C@@H]1CCCCO[C@@H](CN(C)C(=O)c2ccncc2)[C@@H](C)CN([C@H](C)CO)C(=O)c2cc(NC(=O)NC3CCCCC3)ccc2O1 | · | 1 | -4 | -5 | · | · | 0.2 | -5
CCN(CC)CCCNc1nc2ccccc2c2[nH]c3ccc(OC)cc3c12 | 7 | · | 57* | · | 105* | -21 | 0.5 | ·
Cc1nc(N[C@@H](Cc2c[nH]c3ccccc23)C(=O)O)c2oc3ccccc3c2n1 | · | -1 | -1 | -14 | · | · | · | 1
O=C(C[C@@H]1CC[C@@H](NS(=O)(=O)c2ccccc2)[C@@H](CO)O1)NCc1ccccc1F | 2 | 3 | -3 | -7 | 2 | 1 | 1.3 | -6
O=C(Nc1ccccc1)Nc1cccc(C(F)(F)F)c1 | -6 | 5 | 0 | -10 | -13 | 2 | · | 28
O=C(C[C@@H]1C=C[C@H](NC(=O)c2cnccn2)[C@H](CO)O1)NCc1ccccc1F | -1 | -2 | 0 | -3 | 3 | 0 | -0.3 | -4
CCOC(=O)N1CCN(C(=O)c2c(O)c3cccc4c3n(c2=O)CC4)CC1 | · | -2 | -16 | 5 | · | · | · | -7
CCCNC(=O)N[C@H]1CC[C@@H](CCn2cc(-c3cccc(F)c3)nn2)O[C@@H]1CO | -7&6 | -3 | 1 | -6 | 1&-16 | 2&-2 | -0.2&-0.2 | -2
NS(=O)(=O)c1ccc(CCN=C(NS(=O)(=O)c2cccs2)c2ccccc2)cc1 | 4 | · | -6 | · | -13 | 1 | 0.7 | ·
CSCCC(=O)N1CCC(n2nccc2NC(=O)CCCc2ccccc2)CC1 | -2 | 0 | -2 | -4 | -2 | 4 | -0.7 | 0
CSc1ncnc2c1cnn2-c1ccc(C)cc1C | -2 | · | 0 | · | -5 | 6 | -1.1 | ·
Cn1c(=O)c2c(nc(CN3CCc4ccccc4C3)n2Cc2ccccc2)n(C)c1=O | · | 1 | 14 | -3 | · | · | · | -4
CCOc1ccccc1NC(=S)NC(=O)c1ccco1 | 0 | -6 | 2 | -3 | -4 | -4 | 0.1 | -3
O=C(NCc1cccc(Cl)c1)C1Cc2c(-c3cccc(F)c3)ccnc2O1 (centres undefined) | 5 | -7 | · | 4 | -10 | -2 | 0.3 | -4
CC1CC(C)CN(C(=O)C(NS(=O)(=O)c2ccc(Br)s2)c2ccccc2)C1 (centres undefined) | · | -10 | 3 | -2 | · | · | -0.3 | ·
CNC[C@H]1Oc2c(NS(=O)(=O)c3ccc(C)cc3)cccc2C(=O)N([C@@H](C)CO)C[C@@H]1C | -2 | 5 | -2 | -13 | -4 | 2 | -0.1 | -2
C[C@@H]1CCCCO[C@@H](CN(C)C(=O)NC2CCCCC2)[C@H](C)CN([C@@H](C)CO)C(=O)c2cc(N(C)C)ccc2O1 | -1 | -3 | 0 | -12 | 8 | 0 | 0.2 | 3
COC(=O)c1cc(=O)nc(NN=C2c3ccccc3-c3ccccc32)s1 | 2 | -5 | · | 6 | -11 | -2 | -0.1 | -8
CC1(C)CC(NC(=O)C2CCN(S(=O)(=O)c3ccccc3C(F)(F)F)CC2)CC(C)(C)N1 | -3 | 4 | 0 | 5 | -4 | -4 | · | -6

In a second layout: 3 of the compounds above.
Structure	ERp5 block	PglD inh	ARNT TACC3 PPI	RAD54 inh	RAD52 anneal inh	CASP6 VEID inh	E-sel inducer	esBAF inh
C[C@@H]1CCCCO[C@@H](CN(C)C(=O)NC2CCCCC2)[C@H](C)CN([C@@H](C)CO)C(=O)c2cc(N(C)C)ccc2O1	-1	-3	0	-12	8	0	0.2	3
COC(=O)c1cc(=O)nc(NN=C2c3ccccc3-c3ccccc32)s1	2	-5	·	6	-11	-2	-0.1	-8
CC1(C)CC(NC(=O)C2CCN(S(=O)(=O)c3ccccc3C(F)(F)F)CC2)CC(C)(C)N1	-3	4	0	5	-4	-4	·	-6

(continued)
SMILES | ERp5 block | PglD inh | ARNT TACC3 PPI | RAD54 inh | RAD52 anneal inh | CASP6 VEID inh | E-sel inducer | esBAF inh
Cc1ccc(-n2nc3c(=O)n(CC(=O)NCCC4=CCCCC4)nc(C)c3c2C)cc1 | -2 | · | -39 | -20 | -12 | -4 | 1.7 | -3
[NH-]c1ncnc2c1N=C[N+]2=CC=CCO | 4 | 6 | 8 | -5 | -9 | 0 | -0.4 | -8
O=C(Nc1ccc2c(c1)OCO2)c1ccccc1 | 4 | 0 | 0 | -10 | -1 | 1 | 1.1 | ·
O=C(CSc1nnc(-c2ccncc2)o1)Nc1nncs1 | -2 | 7 | 23 | -3 | -18 | -1 | · | -2
CCn1nc(C)c(CN2CCCC(CNS(=O)(=O)c3ccc(OC)cc3)C2)c1C (centres undefined) | -2 | 1 | -32 | 12 | 4 | -8 | 2.5 | -1
COCCCNC(=O)Cn1ccc(N)nc1=O | 3 | 11 | -18 | -10 | -16 | 3 | -0.5 | -2
CC(=O)c1ccc(N2CCN(S(=O)(=O)c3c(C)[nH]c(C)c3C(=O)N3CCCC3)CC2)cc1 | 4 | 0 | 27 | 11 | -6 | 0 | · | 10
O=C(NCCCc1ccccc1)c1cccc(NC(=O)C2CC2)c1 | 1 | 0 | 0 | -4 | -15 | 1 | 0.4 | 7
CCOc1ccccc1NC(=O)NCc1ccccc1F | -5 | · | · | · | -14 | 1 | 0.1 | ·
O=C(Nc1cccc(F)c1)/C(=C\c1cccnc1)NC(=O)c1cccs1 | · | 10 | -8 | 9 | · | · | · | 6
COc1ccc(N2CCN(C(=O)COC(=O)CCS(=O)(=O)c3ccc(C)cc3)CC2)cc1 | 0 | -3 | 18 | -4 | 5 | 3 | -0.5 | -1
COC(=O)N/N=C(C)/C=C/c1ccccc1 | · | -5 | 2 | 0 | · | · | · | 30
CCC(=O)Nc1ccc2c(c1)OC[C@@H](C)N(Cc1cncnc1)C[C@H](C)[C@@H](OC)CN(C)C2=O | 1 | 0 | -2 | -12 | 2 | -7 | 0.7 | 0
COC(=O)c1[nH]c2ccc(Br)cc2c1NC(=O)CN1CCN(C2CCCCC2)CC1 | · | -2 | 2 | 21 | · | · | · | 1
O=C(Nc1ccccc1)/C(=C/c1ccccc1)NC(=O)c1ccco1 | 3 | · | 3 | · | -11 | 1 | -1.2 | ·
CO[C@H]1CN(C)C(=O)c2cc(NC(=O)C3CC3)ccc2OC[C@@H](C)N(Cc2cccnc2)C[C@H]1C | 0 | 1 | -12 | 5 | 10 | 3 | -0.1 | 3
O=C(O)c1ccc(-c2noc(-c3ccccc3Cl)n2)cc1 | -2 | 0 | 1 | -7 | -7 | 2 | 0.0 | 3
CO[C@@H]1CN(C)C(=O)c2cc(NC(=O)c3ccccc3F)ccc2OC[C@H](C)NC[C@@H]1C | -10 | 0 | -1 | 1 | -20 | -1 | -0.1 | -1
O/N=C1\CC2(Cc3nonc31)OCCO2 | · | 0 | 1 | -5 | · | · | · | 1
CC(C)NC(=O)N(C)C[C@@H]1Oc2cc(C#CC3CC3)ccc2S(=O)(=O)N([C@@H](C)CO)C[C@@H]1C | 4 | 4 | 7 | -2 | 11 | 2 | 0.0 | 0
O=C(Nc1nc2ccccc2s1)Nc1ccc(F)cc1F | 2 | 3 | -10 | 6 | -5 | 0 | · | 22
COc1cc(-c2c(NC(=O)c3ccco3)oc3c(C)cccc3c2=O)cc(OC)c1OC | 1 | · | -2 | · | -6 | -1 | · | ·
CCOC(=O)[C@]12CCC=C1N(Cc1ccccc1)C(=O)[C@H](CC(=O)N1CCOCC1)C2 | 0 | · | · | · | -26 | 0 | -0.1 | ·
CCSc1nnc(NC(=O)CSc2nc3c(c(=O)n2CCOC)SC(C)C3)s1 (centres undefined) | 5 | 3 | 0 | -8 | -8 | -2 | -1.3 | -23
COc1cccc(C(C(=O)NC2CCCC2)N(C(=O)CNC(=O)c2ccco2)c2cccnc2)c1 (centres undefined) | 6 | 0 | -4 | 0 | -18 | 5 | 19 | -1
COc1cccc(C(=O)NCCn2ccc3ccccc32)c1 | -2 | 0 | -2 | -2 | -18 | -2 | · | 71*
COc1ccccc1N1CCN(C(CNS(=O)(=O)c2ccc(C)cc2)c2cccnc2)CC1 (centres undefined) | · | 2 | 10 | 6 | · | · | · | 0
N#CC1(Nc2ccc(-c3ccc(NC4(C#N)CCCC4)cc3)cc2)CCCC1 | -3 | · | -8 | · | 9 | 1 | -0.8 | ·
CC(C)c1ccc(NC(=O)C2CCN(S(C)(=O)=O)CC2)cc1 | · | 1 | -3 | -1 | · | · | · | 0
CC12CN(C(=S)Nc3ccccc3)CC(C)(CN(C(=S)Nc3ccccc3)C1)C2=O | -1 | 11 | -5 | -5 | -8 | 0 | · | 2
C[C@@H]1CN([C@H](C)CO)C(=O)c2cc(NC(=O)Cn3cnnn3)ccc2O[C@H]1CN(C)S(=O)(=O)c1cn(C)cn1 | -7 | -3 | -9 | 7 | -11 | 2 | -0.1 | -1
Cc1cc(Nc2ccc(OC(F)F)cc2)cc(=O)n1-c1ccc(OC(F)F)cc1 | -1 | · | · | · | -19 | 4 | -0.3 | ·
O=C(C[C@H]1CC[C@H]2[C@@H](COC[C@H](O)CN2C(=O)c2cnccn2)O1)NCc1ccc(F)cc1 | 2 | -2 | 1 | 7 | -16 | 2 | 0.0 | 1
Cc1cc(C)n(/N=C/c2ccco2)c(=O)c1C#N | -58 | · | 3 | · | 3 | 35 | · | ·
CCOC(=O)CSc1nnc(Cn2nnc3ccccc32)n1-c1ccc(F)cc1 | -1 | -3 | · | 2 | -1 | 0 | · | -10
COc1ccc(NC(=O)c2cccs2)c([N+](=O)[O-])c1 | · | -2 | -4 | -3 | · | · | · | 86*
O=C(Nc1ccc(Cl)cn1)c1ccc([N+](=O)[O-])o1 | 3 | · | 0 | · | -12 | 8 | -0.4 | ·
Cc1cc(OCCCCCNCCO)cc(C)c1Cl | · | 5 | 7 | -11 | · | · | · | -8
Cc1ccc(OCC(=O)NCCO)c(Br)c1 | 5 | · | -3 | · | -12 | 1 | -0.1 | ·
CCOC(=O)N1CCC(NC(=O)C2CCN(S(=O)(=O)N3CCCC3)CC2)CC1 | · | 0 | 2 | 3 | · | · | · | -1
